C-LANA FP: blocks KSHV LANA C-terminal domain binding to DNA; MBP-C-LANA/FAM-LBS DNA binding, fluorescence polarization; inhibition, % at 9 µM; 340,000 compounds, 0.078% hits;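 active = highest replicate inhibition at or above 60% at 9 µM, even if other replicates fall short; inactive = all replicates below 60% inhibition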;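 also: 0% = neutral control wells and 100% = 4 µM acridine orange control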
DAGLB inhibitor: diacylglycerol lipase beta (human) inhibition. Q8NCG7. HEK293T DAGLB membrane lysate, EnzChek fluorogenic substrate. inhibition, % at 5.17 µM. 340,000 compounds, 0.059% hits; in the data active = inhibition above about 34%;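 also: 0% = enzyme with vehicle and 100% = wells lacking enzyme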
PvdQ acylase: blocks Pseudomonas aeruginosa PvdQ acylase activity | inhibition, % at 10 µM | purified PvdQ acylase, fluorescence plate reader | 340,000 compounds, 0.063% hits | AID 488965; in the data active = inhibition above about 30%, passing the limit was not always enough; inconclusive = no clear call, values can overlap the other calls;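 also: 0% = vehicle neutral wells and 100% = reference inhibitor wells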
SR-BI DiI-HDL act: SR-BI HDL lipid transfer activation; CHO ldlA[mSR-BI] cells, DiI-HDL uptake fluorescence, 3 h; 100 = double the neutral-control signal; activation, % at 12.5 µM; 320,000 compounds, 0.096% hits; AID 504775;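 active = mean replicate activation of at least 60% and every replicate at or above 60%; inconclusive = mean or all-replicate condition met, but not both; inactive = mean below 60% and not all replicates reaching 60%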;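 also: 0% = median plate neutral-control signal and 100% = twice that signal; values of inactives mirror those of a sister screen read the other way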
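Assay system: LDL receptor-deficient CHO ldlA cells overexpressing murine SR-BI / Medium: BSA-supplemented, HEPES-buffered Ham's F12, pH 7.4 / Probe or stimulus: DiI-labelled HDL at 10 µg/mL final / Timing: compound with DiI-HDL co-incubation, 3 h at 37 °C / Technique: bottom-read cell fluorescence after medium removal, ex 550/em 595 nm / Measure: HDL uptake via cellular fluorescence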
RTF Ca sens inh: cardiac RTF calcium desensitization. P19429+P45379. IANBD-labeled cardiac RTF, Ca2+ fluorescence. inhibition, % at 7.15 µM. 340,000 compounds, 0.12% hits;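 active = inhibition above the mean inhibition of all tested compounds plus 3 SD, cut at about 17% in these data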;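 also: assay run at fixed EC70 calcium of 1.6 mM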
Keap1 Nrf2 FP: inhibitors of human Keap1-Nrf2 protein-protein interaction; 340,000 compounds, 0.15% hits; Keap1 Kelch-Nrf2 peptide fluorescence polarization, 1536-well; Q14145; inhibition, % at 9.4 µM; AID 504523; in the data active = inhibition above about 12%; inconclusive = no clear call, values can overlap the other calls; inactive = below about 7.3%;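 also: human Keap1 Kelch domain with fluorescein labeled Nrf2 9mer peptide probe; 0% = neutral control wells and 100% = peptide positive control; higher means more block of Keap1 binding to Nrf2 peptide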
Target sequence (Q14145 whole entry, looked up, the tested form may be a part): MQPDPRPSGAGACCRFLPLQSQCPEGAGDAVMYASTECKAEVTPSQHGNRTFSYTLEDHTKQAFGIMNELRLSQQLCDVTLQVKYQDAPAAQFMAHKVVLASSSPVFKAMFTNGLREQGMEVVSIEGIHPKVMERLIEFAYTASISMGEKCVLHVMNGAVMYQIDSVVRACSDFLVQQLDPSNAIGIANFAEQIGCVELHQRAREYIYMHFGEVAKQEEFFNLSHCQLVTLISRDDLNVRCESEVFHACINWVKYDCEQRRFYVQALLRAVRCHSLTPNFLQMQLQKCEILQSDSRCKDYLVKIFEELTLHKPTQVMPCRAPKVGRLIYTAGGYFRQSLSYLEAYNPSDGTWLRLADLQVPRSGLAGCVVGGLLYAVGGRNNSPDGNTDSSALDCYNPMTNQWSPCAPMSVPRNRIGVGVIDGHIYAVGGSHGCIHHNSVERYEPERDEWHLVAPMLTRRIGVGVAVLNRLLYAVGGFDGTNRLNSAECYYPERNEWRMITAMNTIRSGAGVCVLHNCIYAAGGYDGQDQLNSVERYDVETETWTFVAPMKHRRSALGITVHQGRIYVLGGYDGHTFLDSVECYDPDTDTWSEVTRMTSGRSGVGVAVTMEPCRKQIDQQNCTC
PKA-R2B act: activates the human PKA-R2B holoenzyme complex; P22694+P31323; 340,000 compounds, 0.079% hits; PKA-R2B holoenzyme dissociation, Cy5-IP20 fluorescence polarization; R2B truncated from residue 108, S112A mutant; 0% DMSO only, 100% 113 µM cGMP; activation, % at 11.4 µM;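 active = activation above a cutoff set at the mean over all compounds plus 3 SD, cut at about 18% in these data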;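 also: higher means more holoenzyme dissociation and a rise in polarization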
Target sequence (P31323 whole entry, looked up, other chains not shown, the tested form may be a part): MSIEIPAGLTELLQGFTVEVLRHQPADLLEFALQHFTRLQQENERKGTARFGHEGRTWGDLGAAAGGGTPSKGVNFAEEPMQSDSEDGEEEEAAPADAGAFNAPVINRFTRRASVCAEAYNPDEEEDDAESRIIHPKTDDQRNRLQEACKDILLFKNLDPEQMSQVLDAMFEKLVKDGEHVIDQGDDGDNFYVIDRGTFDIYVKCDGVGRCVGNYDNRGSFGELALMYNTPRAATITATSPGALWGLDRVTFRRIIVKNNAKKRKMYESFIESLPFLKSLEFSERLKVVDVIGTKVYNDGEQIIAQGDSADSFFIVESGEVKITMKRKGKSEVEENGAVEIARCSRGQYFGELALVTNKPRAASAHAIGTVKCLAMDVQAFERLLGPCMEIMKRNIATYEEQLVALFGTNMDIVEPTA
Arr AP2 block: inhibitors of human beta-arrestin and AP2 interaction. FITC-arrestin peptide / GST-AP2 beads, flow cytometry; AP2 beta2 appendage carries R879A mutation. inhibition, % at 10 µM. 340,000 compounds, 0.31% hits;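 active = inhibition above a set limit, near 3 SD of compounds lacking own fluorescence, cut at about 54% in these data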;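 also: plate controls were DMSO wells for no effect and 5 µM unlabelled arrestin peptide for full effect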
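system = GST-tagged AP2 beta2-adaptin appendage (R879A) on 4 µm glutathione beads | reagent = FITC-labelled arrestin peptide probe, 50 nM final | schedule = compound with beads 12 min RT, then probe 1 h RT | signal = HyperCyt-sampled flow cytometry, FL1 channel, ex 488/em 535 nm | read-out = percent response from loss of bead-bound FITC fluorescence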
NSD2 HMT inh: inhibitors of human histone methyltransferase NSD2; inhibition, % at 12.5 µM; O96028; 310,000 compounds, 0.54% hits; NSD2 peptide methylation, AlphaScreen, 120 min; in the data active = inhibition above about 50%
SR-BI DiI inh: inhibitors of mouse SR-BI mediated HDL lipid uptake; Q61009; ldlA[mSR-BI] CHO cells, DiI-HDL uptake fluorescence, 3 h; inhibition, % at 12.5 µM; 320,000 compounds, 0.96% hits; AID 488896;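 active = mean replicate inhibition of at least 70% and a set share of replicates each scoring 70 or more; inconclusive = meets just one of the two criteria; inactive = fails both criteria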;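 also: 0% = median of neutral control wells and 100% = median of positive control wells; values of inactives mirror those of a sister screen read the other way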
Active calls of the source: *; u = inconclusive; x = no result given. Rows are unselected (roughly 2.1% active in at least one column).

Molecule | C-LANA FP | DAGLB inhibitor | PvdQ acylase | SR-BI DiI-HDL act | RTF Ca sens inh | Keap1 Nrf2 FP | PKA-R2B act | Arr AP2 block | NSD2 HMT inh | SR-BI DiI inh
Cn1c(C(=O)N2CCC(C(=O)N3CCN(Cc4ccc5c(c4)OCO5)CC3)CC2)cc2sccc21 | -0.2 | 0 | 1 | -72 | 0 | -3 | 10 | 6 | x | 72*
C=CCC(=O)NC1CC(C)(C)Cc2c1cnn2-c1ccc(C)cc1 (configuration not stated) | 0.4 | -1 | -12 | u | 3 | -2 | -9 | 0 | -3 | -174
C=CCc1cc(OC)ccc1OCCOCCN1CCc2ccccc2C1 | 0.8 | -7 | -1 | -16 | -8 | 3 | 14 | 6 | 12 | 16
CCOC(=O)c1ccc(Oc2cc(C)nc(Cl)n2)cc1 | -4.7 | -3 | 0 | 28 | 4 | 6 | 3 | 29 | -3 | -28
CCN1CCCC1CNC(=O)c1cc2c(C)nc3ccccc3c2o1 (configuration not stated) | -11 | -3 | -11 | 9 | -1 | -7 | 6 | -7 | 20 | -9
O=C(O)CCC(=O)c1c[nH]c2ccccc12 | 0.1 | 1 | -5 | -33 | -7 | -1 | 0 | -10 | 8 | 33
Nc1nc(-c2ccccn2)nc(N)c1Cc1ccccc1F | 0.1 | -1 | -6 | 5 | 1 | 2 | -7 | 4 | 11 | -5
NC(=O)CC1Nc2cccc3cccc(c23)NC1=O (configuration not stated) | -0.1 | -3 | 8 | x | -2 | -6 | -3 | 40 | 14 | x
CCOc1cc(C(=O)NCc2ccc(F)cc2)ccc1OCC(=O)N1CCCCC1 | 0.9 | 4 | 2 | -33 | -3 | 0 | -3 | 24 | 0 | 33
Cc1ccc(S(=O)(=O)N2CCOCC2)cc1C(=O)Nc1ccccn1 | -1.1 | 0 | 2 | 10 | -6 | 5 | 9 | 14 | 0 | -10
CCCCCCCCNC1=CC(=O)CC(C)(C)C1 | 0.0 | -3 | -3 | 3 | 4 | -2 | -8 | 17 | -1 | -3
COc1ccc(OC)c(NC(=O)Cn2c(CCC(=O)O)ccc2-c2ccc(C)cc2)c1 | -1.5 | 0 | -7 | -3 | 9 | -1 | 0 | -7 | 0 | 3
C=CCOc1ccc(C2N3CC4(C)CN2CC(CCC)(C3)C4=O)cc1 (configuration not stated) | 0.8 | -8 | 2 | x | 2 | 3 | 5 | 8 | -6 | x
O=C(OCc1ccc([N+](=O)[O-])cc1)C1CC(=O)N(CCc2ccccc2)C1 (configuration not stated) | -0.1 | 0 | 7 | 18 | 0 | -2 | 7 | 3 | 0 | -18
CC(C)(C(N)=O)N1CCN(c2ncc(C(F)(F)F)cc2Cl)CC1 | -1.2 | -3 | -10 | -4 | 4 | 0 | 0 | 0 | -2 | 4
CC1=C(C#N)C(=O)NC(C)(C)C1 | 15 | -3 | -6 | -5 | -24 | 1 | 8 | 6 | -1 | 5
O=C(Nn1cnnc1)c1cc(Br)ccc1Cl | -0.4 | 1 | -1 | 33 | -5 | -2 | 2 | 10 | -4 | -33
COc1ccc(C2=CC3=C(Br)C(=O)C(C)(OC(=O)c4ccco4)C(=O)C3=CO2)cc1 (configuration not stated) | 11 | 15 | 1 | 17 | 5 | -6 | 0 | -1 | x | -17
Cc1cc(N)n(-c2ccccn2)n1 | 0.0 | 1 | -15 | 3 | -2 | -2 | -1 | 2 | -5 | -3
c1csc(CN2CCOCC2)c1 | 1.3 | 2 | 1 | -6 | 2 | 1 | -4 | 13 | x | 6
Cc1c(Cl)c(C(=O)N2CCCC2)nn1C | 1.1 | -1 | 16 | -10 | 7 | 2 | 1 | -6 | 0 | 10
CCOC(=O)Cn1cc(C(=O)OC)c2ccccc21 | 0.1 | -2 | -11 | 29 | -14 | -2 | -2 | 1 | 0 | -29
O=C(COc1ccccc1)N1CCN=C1SCc1cccnc1 | 0.4 | 0 | -6 | -14 | 14 | -6 | -7 | 5 | x | 14
CCN(CC)CCn1c2c(c(SCC(=O)Nc3ccccc3Cl)nc1=O)CCC2 | 0.5 | -1 | 5 | 5 | 0 | 1 | -4 | 25 | 1 | -5
CC(=O)Nc1ccc(NC(=O)CSc2nnc(-c3cc(C)[nH]n3)n2N)cc1 | -0.7 | -1 | -14 | -1 | -6 | -1 | -18 | -14 | -3 | 1
Cc1cc(O)c2c(c1)C(=O)c1cc(O)cc(O)c1C2=O | -4.9 | 20 | -4 | -8 | 13 | -6 | 4 | 2 | x | 8
O=C(Oc1ccc(C(=S)N2CCCCC2)cc1)c1ccccc1 | 2.2 | x | 2 | 3 | x | -4 | x | 9 | 0 | -3
CC1Cc2ccccc2N1CC(=O)NCc1ccccc1Cl (configuration not stated) | 0.7 | 0 | -20 | -6 | -9 | 2 | -18 | 1 | x | 6
COc1ccc(NC(=O)CN(c2ccccc2C)S(C)(=O)=O)c(OC)c1 | -0.6 | -2 | 17 | -2 | -5 | 1 | -4 | 29 | 1 | 2
O=C(Cc1ccccc1)Nc1ccccc1N1CCN(c2ccccc2)CC1 | -0.6 | -11 | 5 | 0 | -9 | -3 | 3 | 0 | -5 | 0
CCc1ccc(NC(=O)CCc2nnc3ccc(N4CCC5(CC4)OCCO5)nn23)cc1 | 1.0 | 1 | 4 | 6 | -1 | 0 | -6 | 6 | 1 | -6
CCn1c(SCc2ccccc2Cl)nc2ccccc21 | 0.3 | -7 | -9 | -29 | -3 | -5 | -6 | 0 | -2 | 29
O=C(COC(=O)c1c(F)cccc1Cl)NC1CCCCC1 | -0.4 | -1 | -3 | 6 | -8 | -4 | 5 | 36 | 0 | -6
O=C(O)[C@@H]1CCCN1C(=O)CCc1c[nH]c2ccccc12 | 0.8 | -1 | -15 | -7 | 1 | 2 | 8 | -2 | 0 | 7
Cc1ccc(SCC(=O)OCC(=O)N(C)CC(=O)Nc2ccc(F)cc2)cc1 | 1.5 | 3 | 5 | -8 | 3 | -4 | -13 | 3 | 8 | 8
CCOC(=S)N/C(=N\S(=O)(=O)c1ccc(C)cc1)c1ccccc1 | 2.1 | -1 | 10 | 10 | -3 | 0 | -3 | -11 | -2 | -10
CC(C)Oc1ccc(S(=O)(=O)N2CCCCC2)cc1NC(=O)CC1OC(=O)c2ccccc21 (configuration not stated) | 2.3 | -2 | -9 | -6 | 9 | -3 | 20* | -2 | -1 | 6
CCN(CC)CCNC(=O)c1ccc(CS(=O)(=O)c2ccccc2C)o1 | -1.0 | 0 | -14 | 10 | -8 | 0 | 6 | -11 | 51* | -10
O=C(CNC(=O)c1ccc(Cl)cc1)OCCCOC(=O)CNC(=O)c1ccc(Cl)cc1 | 1.1 | 2 | -16 | -10 | -7 | -3 | -5 | -5 | -11 | 10
CN(Cc1cn(C)nc1-c1ccc(Oc2ccccc2)cc1)CC1COCCO1 (configuration not stated) | -2.2 | -3 | -7 | x | -4 | 0 | -7 | 10 | x | x
O=C(/C=C/c1ccc(Cl)cc1)NCCN1CCOCC1 | -4.7 | 3 | -16 | 15 | -9 | -3 | 2 | 4 | x | -15
Cc1cc(C)c(NC(=O)CCc2c(C)noc2C)c(C)c1 | -1.1 | 0 | -14 | -4 | 0 | -1 | -1 | 4 | -2 | 4
c1ccc2[nH]c(CSc3nc4ccccc4o3)nc2c1 | 0.6 | 1 | -2 | 16 | 5 | 1 | 10 | -7 | -4 | -16
COc1ccccc1NC(c1cccnc1)c1ccc2cccnc2c1O (configuration not stated) | 1.7 | 4 | -8 | -19 | 6 | -6 | -7 | 4 | -1 | 19
Cc1ccc(C)c(C(=O)NC(C)c2ccc(-n3ccnc3)cc2)c1 (configuration not stated) | -1.1 | -1 | -21 | 4 | 1 | -3 | -2 | -8 | 2 | -4
Cc1cc(OCC(=O)N2CCOCC2)cc2oc(=O)c3ccccc3c12 | -0.3 | -4 | -3 | -50 | -2 | -6 | -5 | 20 | -3 | 50
O=S(=O)(Nc1nccs1)c1ccc(Cl)cc1 | -0.1 | 0 | -17 | -9 | -5 | 7 | -10 | -12 | 5 | 9
Cc1nc(N2CCN(C(=O)c3ccco3)CC2)c2oc3ccccc3c2n1 | 0.7 | 0 | -7 | 6 | 9 | 1 | 1 | 6 | x | -6
CNC(=O)CSc1nnnn1-c1cc(C)ccc1C | 0.7 | 0 | -18 | 13 | -5 | -5 | -6 | 2 | 2 | -13
O=C(NCC1CCCO1)c1ccc(NS(=O)(=O)c2cccc([N+](=O)[O-])c2)cc1 (configuration not stated) | -1.0 | 2 | -1 | 0 | 1 | -1 | 0 | 7 | x | 0
COc1ccc2cc(C(c3nnnn3Cc3ccccc3)N3CCCCCC3)c(=O)[nH]c2c1 (configuration not stated) | 0.6 | -2 | 10 | 0 | -3 | -7 | -7 | 11 | 5 | 0
Cn1cnnc1SCc1ccc(C(=O)N/N=C/c2cccs2)cc1 | 0.6 | -4 | 6 | 20 | 4 | 1 | -5 | 30 | 1 | -20
Cc1ccc(-n2cnc3cc(NCc4cccs4)ccc32)cc1 | 4.2 | 0 | 6 | -9 | 3 | -4 | -4 | 18 | 4 | 9
C=CCSc1ncnc2c1oc1nc3c(cc12)COC(C)(C)C3 | -0.7 | -3 | -8 | 25 | -5 | -3 | -8 | -3 | -2 | -25
CCOC(=O)c1c(NC(=S)NC(=O)c2ccco2)sc2c1CCCC2 | 0.4 | -2 | -13 | -21 | -3 | 1 | -6 | -13 | 1 | 21
O=C(Nc1nc(-c2cccs2)cs1)c1cccc(S(=O)(=O)N2CCCCCC2)c1 | -0.7 | -6 | 15 | -19 | 1 | -9 | -2 | 5 | -11 | 19
N=c1sccn1CC(=O)NCCc1ccc(Cl)cc1Cl | -0.6 | -3 | -15 | 34 | -1 | -2 | 12 | 1 | -2 | -34
CCCCN1CC[C@H]2C=CC[C@@H](C(=O)N3CCOCC3)[C@H]2C1=O | -8.2 | -5 | 4 | 7 | 0 | 8 | 3 | 6 | x | -7
C=CC[C@H](CC(=O)N(CCO)Cc1ccccc1)C(=O)N[C@H](C)COC(=O)[C@@H](CC=C)CC(=O)OC(C)(C)C | -1.2 | -4 | -17 | -16 | -13 | -1 | -12 | -3 | x | 16

Source: PubChem (several laboratories)
